From PubChem
AmpC inh det: AmpC beta-lactamase inhibition, detergent assay. purified AmpC, nitrocefin hydrolysis with detergent. P00811. 71,000 compounds, 0.09% hits. Potency, µM (titrated, usually from 28.7 µM), without a hit: at the highest dose activity change, negative = inhibition; active = well fitted curve in the direction sought with a large enough effect
Target sequence (P00811 whole entry, looked up): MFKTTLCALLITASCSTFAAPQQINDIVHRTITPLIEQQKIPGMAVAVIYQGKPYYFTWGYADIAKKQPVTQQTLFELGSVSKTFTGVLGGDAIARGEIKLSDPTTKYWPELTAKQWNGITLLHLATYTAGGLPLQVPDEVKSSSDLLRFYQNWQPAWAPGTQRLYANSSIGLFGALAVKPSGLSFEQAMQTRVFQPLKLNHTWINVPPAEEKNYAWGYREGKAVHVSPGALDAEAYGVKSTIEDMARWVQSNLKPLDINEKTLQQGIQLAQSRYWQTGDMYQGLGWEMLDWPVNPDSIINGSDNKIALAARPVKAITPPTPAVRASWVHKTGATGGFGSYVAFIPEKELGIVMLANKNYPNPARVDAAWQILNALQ
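E. coli AmpC (5.3 nM) in 20 mM phosphate pH 7.0 with 0.01% Triton X-100, preincubated 15 min RT with compound; nitrocefin (2 uL of 800 uM stock) hydrolysis followed by 480 nm absorbance every 20 s over 4 min.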
* hit, by the source's call; & = joins results of further samples; [ ] = dose if it differs, or a comment. % is scaled to controls: 0 for no effect and ±100 for the full control effect; potency is read from the fitted curve at half-maximal effect. The list is partial; count on the stated rates, not on these rows.

SMILES | AmpC inh det
COC(=O)c1c(NC(=O)c2ccco2)sc2c1C(C(=O)OC)CC2 (configuration not stated) | 8%
Cc1ccc(CN(CC2CCCO2)C(=O)CN2C(=O)C(C(C)C)Oc3ccccc32)o1 (configuration not stated) | 9%
Cc1cccc(N2CCN(c3nnnn3-c3ccccc3)CC2C)c1 (configuration not stated) | 12%
O=C(COc1ccc(Cl)cc1)NCc1nnc(SCC(=O)N2CCCc3ccccc32)o1 | -3%
CCc1nc(C)c(-c2ccccc2)c(=O)[nH]1 | 4%
O=S(=O)(Nc1ccc(-c2nc3ccccc3o2)cc1)c1ccccc1 | 9%
COc1cccc(-n2nnnc2SCC(=O)N2CCCc3ccccc32)c1 | -2%
CC(C)OCC(O)CSc1ccccn1 (configuration not stated) | 0%
COc1ccc(Oc2ccc(S(=O)(=O)N3CCCCC3)cc2S(=O)(=O)N2CCCCC2)cc1 | 4%
Oc1ccc(Cl)cc1C=Nc1cnc2ccccc2c1 | 0%[5.75 µM]
O=c1oc2c3c(nn2c2ccccc12)CCCC3 | 7%
N#Cc1cccc(-c2cncnc2NCCc2cnc[nH]2)c1 | -17%
O=C(COC(=O)c1ccccc1F)c1ccc(-n2nncc2-c2ccco2)cc1 | -3%
Cc1cc(NC(=O)Cn2nc3c(cc2=O)CCCC3)ccc1Br | 11%
Cc1ccc(-c2nnn(CCC(=O)NC3CCCC3)n2)cc1 | -3%
CS(=O)(=O)c1ccc(N2CCOCC2)c(S(C)(=O)=O)c1 | -2%
COc1cccc(OCC(=O)N2CCN(C)CC2)c1 | 8%
COC(=O)C1ON2OC(C(=O)OC)C(C(=O)OC)C2C1CC(C)=O (configuration not stated) | -2%
COC(=O)c1ccc(Oc2cc(C)nc(SC)n2)cc1 | -2%
CCOC(=O)c1cnn(-c2nc3sc4c(c3c(=O)[nH]2)CCCC4)c1N | -8%

Some of the entries above, set out differently.
CS(=O)(=O)c1ccc(N2CCOCC2)c(S(C)(=O)=O)c1
  AmpC inh det = -2%

COc1cccc(OCC(=O)N2CCN(C)CC2)c1
  AmpC inh det = 8%

COC(=O)C1ON2OC(C(=O)OC)C(C(=O)OC)C2C1CC(C)=O (configuration not stated)
  AmpC inh det = -2%

Next section.
SMILES | AmpC inh det
CCN(CC(=O)NC1CCCCCC1)S(=O)(=O)c1ccccc1 | -1%
CSCCC(NC(=O)c1c(C)oc2c1CCCC2)C(=O)O (configuration not stated) | 5%
C=C(C)C1Cc2c(C)nn(-c3ccccc3)c2C1 (configuration not stated) | -1%
O=C(Cn1c(-c2ccccn2)nc2ccccc21)NCCN1CCOCC1 | -4%
Cc1ccc2c(c1)c1cccc3c1n2CCN3CCC(N)=O | 3%
CCOc1ccc2nc(SCC(=O)N(C)C3CCS(=O)(=O)C3)[nH]c2c1 (configuration not stated) | -1%
NC1=NC(c2ccc(Cl)cc2)n2c(nc3ccccc32)N1 (configuration not stated) | 8%
CCC(NS(=O)(=O)c1ccc(OC)cc1)C(=O)O (configuration not stated) | -5%
CCOC(=O)N1CCN(C(=O)Cn2ncc3c2-c2ccccc2OC3)CC1 | 6%
COc1ccc(Nc2nc3ccccc3c(=O)s2)c(OC)c1 | -1%
c1csc(CSc2nnc3sc4ccccc4n23)c1 | 9%
N#CCCCSc1nnc(-c2ccc(Cl)cc2)n1-c1ccccc1 | -1%
CCNc1ncc2nc(-c3ccc(F)cc3)c(=O)n(-c3ccccc3)c2n1 | -2%
COC(=O)c1ccc(C(NC(=O)OCc2ccccc2)/C(F)=C/[C@@H](C)C(=O)NCc2nc3ccccc3s2)cc1 (some centres not stated) | 14%
OC1(c2ccccc2)C/C(=N\n2cnnc2)C=C1c1ccccc1 (configuration not stated) | -4%
COc1cccc(NC(=O)C2C3C=CC4(O3)C2C(=O)N(C2CC2)C4C(=O)NC2CCCCC2C)c1 (configuration not stated) | -2%
Cc1c(-c2ccc(O)cc2)nn(-c2ccc(O)cc2)c1-c1ccc(OCCN2CCCCC2)cc1 | -3%
CC(C)CCNc1nc2c(c(=O)[nH]c(=O)n2C)n1CC(O)COC(C)C (configuration not stated) | 1%
COC(=O)c1sc2ccccc2c1C(=O)OC | 12%
Cc1cc(C)n2c(SCC(=O)NCc3ccco3)nnc2n1 | -5%
CC(NC(=O)COc1ccccc1)C(c1ccccc1)N1CCN(C)CC1 (configuration not stated) | -2%
C[C@H](O)[C@H](O)[C@@H](O)c1cnc2nc(N)[nH]c(=O)c2n1 | 1%
COC(=O)c1c(NC(=O)C2CC=CCC2C(=O)O)sc(C(N)=O)c1C (configuration not stated) | -2%
CCOC(=O)c1c(C)[nH]c(C)c1C(=O)COC(=O)CCOc1ccccc1OC | -1%
CO[C@@H]1/C=C\O[C@@]2(C)Oc3c(C)c(O)c4c(c3C2=O)C(=N[C@H]2CC[C@H](O)O[C@@H]2C)C=C(NC(=O)/C(C)=C\C(=O)[C@@H]2C[C@@H]2[C@@H](O)[C@H](C)[C@@H](O)[C@H](C)[C@H](OC(C)=O)[C@@H]1C)C4=O | -2%[5.75 µM]
COc1ccc(CC2NCCC3(O)CCCCC23)cc1 (configuration not stated) | -1%
CCOc1ccc(Br)cc1S(=O)(=O)Nc1ccccc1N1CCOCC1 | -13%
CCn1c(NCc2c[nH]c3ccccc23)nc2ccccc21 | -1%
CCN(CC)CCn1c(=S)[nH]c2cc(Cl)ccc2c1=O | 14%
CN(C)c1ccc(C(c2ccc(N(C)C)cc2)c2ccc([N+](=O)[O-])cc2)cc1 | -3%[5.75 µM]

Reprinted from the part before: 2 compounds, then new ones.
SMILES | AmpC inh det
CCN(CC)CCn1c(=S)[nH]c2cc(Cl)ccc2c1=O | 14%
CN(C)c1ccc(C(c2ccc(N(C)C)cc2)c2ccc([N+](=O)[O-])cc2)cc1 | -3%[5.75 µM]
CCOc1cc(C(=O)Nc2cc(=O)n(C)c(=O)n2C)cc(OCC)c1OCC | -3%
COc1ccc(OC)c(S(=O)(=O)Nc2ccccc2F)c1 | 1%
CCC(c1c(C)[nH]oc1=O)c1c(C)[nH]oc1=O | 14%
CCC(Sc1ccc2nnc(-c3ccc(OC)c(OC)c3)n2n1)C(=O)O (configuration not stated) | -3%
CCC1Oc2ccccc2N(CC(=O)NCCCN2CCN(Cc3ccccc3)CC2)C1=O (configuration not stated) | -1%
CCCC(=O)Nc1ccc(C(=O)NCC(=O)OCC)cc1 | -3%
COc1ccc(S(=O)(=O)N2CCSC2c2ccccc2)cc1 (configuration not stated) | -1%
Cc1c(NS(=O)(=O)c2ccc3[nH]c(=O)[nH]c3c2)c(=O)n(-c2ccccc2)n1C | -1%
CC(C)CN1CC2(CCN(C(=O)c3cccc(F)c3)CC2)C1 | 0%
CC1CC(C)CN(CCCNC(=O)C2CCN(S(=O)(=O)N3CCCCC3)CC2)C1 (configuration not stated) | -2%
O=C(NCc1ccco1)c1csc2c1CCCCC2 | -2%
CC1CCCC(NC(=O)c2ccc(CNc3c(N4CCCC4)c(=O)c3=O)cc2)C1C (configuration not stated) | -6%
Cc1ccc2c(CC(=O)OC3CCOC3=O)coc2c1 (configuration not stated) | -4%
O=C1C2CCCN2C(c2ccccc2)N1c1cccc(Cl)c1 (configuration not stated) | 2%
Cc1ccc(-n2ncc(C(=O)N3CCc4ccccc4C3)c2NC(=O)c2ccco2)cc1C | -3%
CC1CC(C)CN(CC(C)(C)NS(=O)(=O)c2ccccc2)C1 (configuration not stated) | -3%
O=C(CN1CCN(c2ccc(Cl)cc2)CC1)Nc1ccc(F)cc1 | -9%
O=C(CN1CCN(CCOCCO)CC1)N1c2ccccc2Sc2ccc(Cl)cc21 | -1%
COc1ccc(CNC(=O)/C=C\c2ccc3[nH]cc(CCN(C)C)c3c2)cc1 | -2%&0%
CCc1c(C)nc(N)n2c(SCC(=O)N3CCCC(C)C3)nnc12 (configuration not stated) | 9%
Cc1noc(C)c1S(=O)(=O)Nc1ccc(C(=O)O)cc1 | 15%
COc1ccc(C2C(C(=O)N3CCCCC3)c3ccccc3C(=O)N2C)cc1 (configuration not stated) | 0%
Cc1ccc(Nc2cc(C)nn2-c2nc(C)cc(=O)[nH]2)cc1 | -4%
CCn1ccc(C(=O)Oc2ccc(C(C)C)cc2)n1 | -3%
O=C(CSc1nnc(-c2ccco2)n1-c1ccccc1)N1CCN(C(=O)c2ccco2)CC1 | -4%
CN1C(=O)c2oc3ccccc3c(=O)c2C1c1ccncc1 (configuration not stated) | -2%
COC(=O)c1[nH]c2ccc(C)cc2c1NC(=O)C1=COCCO1 | 19%
Cc1sc2ncn(CC(=O)N3CCC4(CC3)OCCO4)c(=O)c2c1C | 0%
CCN1C(=O)c2ccccc2Sc2ccc(C(=O)NCCN3CCOCC3)cc21 | 2%
Cc1cc(-c2csc(NC(=O)c3ccc(=O)n(C)n3)n2)c(C)n1CC1CCCO1 (configuration not stated) | -1%
N#CCCN(Cc1cccnc1)C(=O)c1ccc(S(=O)(=O)N2CCOCC2)cc1 | -4%
O=C(CCN1C(=O)COc2ccccc21)NCCN1CCN(c2cccc(Cl)c2)CC1 | 21%
O=c1c2cc(N3CCOCC3)ccc2[nH]c(=S)n1Cc1ccco1 | -4%
CCCc1cc(C(=O)N2CCN(C(c3ccccc3)c3ccccc3)CC2)no1 | 6%
CN(C)C(=O)c1ccc(-c2nccc(Nc3ccc(F)cc3)n2)cc1 | 3%
COc1ccc(S(=O)(=O)N(C)c2ccc(C(=O)N3CCC(C(N)=O)CC3)cc2)cc1 | -5%
COCCOC(=O)c1c(C)n(C)c2ccc(OC(=O)c3cccs3)cc12 | -3%
CN1CCN(c2ccc(Cl)cc2NS(=O)(=O)c2ccccc2Cl)CC1 | -5%
COc1ccc(C2c3sc(=O)[nH]c3SC3C(=O)N(c4ccccc4)C(=O)C32)cc1 (configuration not stated) | 11%
COC(=O)c1cc(NS(=O)(=O)c2ccc3c(c2)CCC(=O)N3)cc(C(=O)OC)c1 | 0%

Shown as tab-separated lines: part of the list above.
SMILES	AmpC inh det
Oc1ccc(Cl)cc1C=Nc1cnc2ccccc2c1	0%[5.75 µM]
O=c1oc2c3c(nn2c2ccccc12)CCCC3	7%
N#Cc1cccc(-c2cncnc2NCCc2cnc[nH]2)c1	-17%
O=C(COC(=O)c1ccccc1F)c1ccc(-n2nncc2-c2ccco2)cc1	-3%
Cc1cc(NC(=O)Cn2nc3c(cc2=O)CCCC3)ccc1Br	11%
Cc1ccc(-c2nnn(CCC(=O)NC3CCCC3)n2)cc1	-3%
CS(=O)(=O)c1ccc(N2CCOCC2)c(S(C)(=O)=O)c1	-2%

More records.
SMILES | AmpC inh det
COCCn1nnnc1C(c1cc2cccc(C)c2[nH]c1=O)N1CCN(c2ccccc2F)CC1 (configuration not stated) | 0%
COC(=O)c1cc(OC)c(OC)cc1NC(=O)c1cnccn1 | 0%
Cn1c(=O)[nH]c(=O)c2c1nc(CN1CCN(c3cccc(Cl)c3)CC1)n2CCN1CCOCC1 | -1%
CC1(C)CC(=O)C(C=NCCc2ccc(S(N)(=O)=O)cc2)=C(O)C1 | -3%
CC1S/C(=C(\C#N)C(N)=O)N(c2ccc(F)cc2)C1=O (configuration not stated) | 14%
CC(=O)c1cc2c(cc1NC(=O)CCc1ccccc1)OCO2 | -2%
COc1cc(C(=O)NCc2ccco2)cc(OC)c1OC | -2%
COc1ccc(C2OC(=O)CC2C(=O)NC2CCCCCC2)cc1OC (configuration not stated) | -1%
COC(=O)c1ccccc1NC(=O)Cn1cnc2cc(C)c(C)cc21 | -3%
COCCNC(=O)c1cc2c(-c3ccc(Cl)cc3)nn(C)c2s1 | 11%
Cc1cccc(Cn2c(N3CCCCC3C)nc3c2c(=O)[nH]c(=O)n3C)c1 (configuration not stated) | 2%
O=C(CN(C(=O)CCC(=O)Nc1ccccn1)c1ccc2c(c1)OCCO2)NCCc1ccccc1 | -1%
CN(C)S(=O)(=O)c1ccc(C(=O)Nc2nnc(Cc3ccccc3)s2)cc1 | -2%
COc1ccc(CC(=O)NCc2cccs2)cc1 | -1%
CCOC(=O)c1c(C)c(C(=O)Nc2ccc3c(c2)OCO3)c(C)n1C | -3%
CCN1CCCC1CNC(=O)Cn1cccc1C(=O)c1ccccc1C (configuration not stated) | 10%
COc1ccccc1NC(=O)COC(=O)CNC(=O)c1ccc(OC)c(OC)c1 | -28%
COc1cc2c(CCNC(C)=O)c[nH]c2cc1O | -3%
O=C(c1ccc(NS(=O)(=O)c2cccs2)cc1)N1CCCCC1 | 12%
CCOc1ccccc1C1CC(c2ccccc2)Nc2nc(N)nn21 (configuration not stated) | 10%
O=C(CSc1nnc2scc(-c3ccccc3)n12)N1CCCc2ccccc21 | -5%
Cc1c(C(=O)O)oc2ccc(S(=O)(=O)NCCC3=CCCCC3)cc12 | -1%
Cc1ccc(-c2nc(CSCC(=O)NCc3cccnc3)c(C)o2)cc1 | -3%
CCCCCCn1c(CN2CCN(C(=O)OCC)CC2)nc2c1c(=O)n(C)c(=O)n2C | -4%
N#Cc1cc2c(nc1SCC(=O)Nc1ccc(Cl)cc1)C1CCN2CC1 | -2%
COCc1nnc(SCC(=O)NCc2ccccc2)n1-c1ccccc1 | -4%
Cc1c(C(=O)NCc2cccnc2)oc2ccc(S(=O)(=O)N3CCCCC3)cc12 | 0%
Cc1ccccc1-n1nnnc1SCc1csc(-c2ccccc2)n1 | -4%
Cc1cnc(C(=O)Nc2ccccc2-n2cccc2)cn1 | 9%
Cc1csc(NC(=O)c2nc(-c3ccccc3)n(-c3ccccc3)n2)n1 | 0%
